# Source: PubChem BioAssay (Sanford-Burnham Center for Chemical Genomics)
# hIAP block: human IAP inhibition; P09923; purified IAP, CDP-Star luminescence, 30 min; inhibition, % at 10 µM; hit rate 0.12% among 330,000;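 active means inhibition reaching a set limit with compound at 10 µM in the primary screen, cut at about 35% in these data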;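 further: plate controls were DMSO wells with enzyme for no effect and no-enzyme buffer wells for full effect; values of inactives mirror those of a sister screen read the other way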
# TIM10 inh: growth inhibitors of TIM10 yeast strain; S. cerevisiae TIM10 strain growth, BacTiter-Glo luminescence, 24 h; inhibition, % at 10 µM; hit rate 1.4% among 330,000;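 active means inhibition of 40% or more at the single tested concentration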;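 further: wild-type TIM10 isogenic control strain grown at permissive 25 °C; 0% = DMSO yeast wells and 100% = minimal medium wells without yeast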
# mIAP block: mouse IAP inhibition | purified mouse IAP, CDP-Star luminescence, 30 min | inhibition, % at 10 µM | hit rate 0.2% among 330,000 | AID 2806;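 active means inhibition of at least 40% at 10 µM in the primary screen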;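 further: plate controls were DMSO with enzyme for no effect and no enzyme wells for full effect; values of inactives mirror those of a sister screen read the other way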
# tim10-1 inh: growth inhibitors of tim10-1 mutant yeast | S. cerevisiae tim10-1 ts strain growth, BacTiter-Glo, 24 h | inhibition, % at 20 µM | hit rate 2.2% among 330,000 | AID 463190;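 active means inhibition of at least 40%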;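 further: mutant grown at 25 °C; 0% = DMSO wells with yeast and 100% = wells holding no yeast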
# mIAP act: increases mouse intestinal alkaline phosphatase activity; muIAP, CDP-Star luminescence, 30 min; stronger effect = higher value; 1 = vehicle-only enzyme signal, 0 = enzyme-free wells; hit rate 0.24% among 330,000; AID 2805; activation factor at 10 µM;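 active means activation factor of at least 2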; further: the source names both 10 and 20 µM as test concentration; values of inactives mirror those of a sister screen read the other way
#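 System: Mouse IAP enzyme | Also added: CDP-Star substrate | Dosing: Compounds dispensed in DMSO | Schedule: 30 min enzyme-substrate-compound incubation at room temperature | Technique: Chemiluminescence readout | Control set: DMSO-only wells and no-enzyme negative control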
# Apaf1 inhib: blocks human Apaf-1 apoptosome activity. O14727. reconstituted apoptosome caspase-3 activity, DEVD-Rh110 fluorescence. inhibition, % at 20 µM. hit rate 0.71% among 330,000. AID 489030; active means inhibition of at least 40% at 20 µM;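 further: plate controls were DMSO wells for no effect and DEVD-CHO caspase inhibitor wells for full effect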
# Target sequence (O14727 whole entry, looked up): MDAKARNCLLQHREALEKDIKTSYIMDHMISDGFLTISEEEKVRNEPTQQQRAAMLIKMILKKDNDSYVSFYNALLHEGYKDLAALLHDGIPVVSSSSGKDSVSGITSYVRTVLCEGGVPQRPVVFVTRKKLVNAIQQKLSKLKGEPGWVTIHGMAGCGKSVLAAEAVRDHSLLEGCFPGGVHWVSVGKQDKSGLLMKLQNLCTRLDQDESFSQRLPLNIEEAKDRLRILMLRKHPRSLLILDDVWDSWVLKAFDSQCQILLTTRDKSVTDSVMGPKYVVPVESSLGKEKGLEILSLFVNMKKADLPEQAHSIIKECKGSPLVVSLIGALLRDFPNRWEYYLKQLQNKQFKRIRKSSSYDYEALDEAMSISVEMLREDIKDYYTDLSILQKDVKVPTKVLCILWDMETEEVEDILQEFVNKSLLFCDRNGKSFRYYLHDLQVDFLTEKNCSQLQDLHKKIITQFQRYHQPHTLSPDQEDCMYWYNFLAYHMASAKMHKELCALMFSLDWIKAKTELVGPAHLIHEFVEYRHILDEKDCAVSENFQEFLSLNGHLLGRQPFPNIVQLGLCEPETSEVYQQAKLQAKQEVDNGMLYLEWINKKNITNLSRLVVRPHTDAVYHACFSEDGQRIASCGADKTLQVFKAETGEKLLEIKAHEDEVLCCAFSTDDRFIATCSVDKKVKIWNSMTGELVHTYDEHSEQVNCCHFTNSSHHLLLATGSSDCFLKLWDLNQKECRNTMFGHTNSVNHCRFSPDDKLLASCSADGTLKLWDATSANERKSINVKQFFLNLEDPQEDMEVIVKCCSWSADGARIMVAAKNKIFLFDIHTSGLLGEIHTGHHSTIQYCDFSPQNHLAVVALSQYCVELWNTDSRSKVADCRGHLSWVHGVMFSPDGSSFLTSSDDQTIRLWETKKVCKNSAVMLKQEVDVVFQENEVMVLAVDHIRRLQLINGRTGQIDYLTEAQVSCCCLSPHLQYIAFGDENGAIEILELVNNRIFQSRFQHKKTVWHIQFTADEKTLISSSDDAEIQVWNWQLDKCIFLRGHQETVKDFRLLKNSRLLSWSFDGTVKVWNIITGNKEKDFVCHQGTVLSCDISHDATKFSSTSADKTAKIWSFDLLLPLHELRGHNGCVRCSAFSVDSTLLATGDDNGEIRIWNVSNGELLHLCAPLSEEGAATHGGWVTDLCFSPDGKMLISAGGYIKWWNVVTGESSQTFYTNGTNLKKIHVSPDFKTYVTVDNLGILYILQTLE
#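 System: Apoptosome proteins | Medium: Hepes pH 7.5 with detergent and BSA | Also added: Cytochrome c trigger plus (Z-DEVD)2-Rh110 caspase-3 substrate | Incubation: 30 min compound preincubation, 50 min activation, room temperature | Detection: Rhodamine 110 fluorescence at Ex 480/Em 540 nm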
# ATG4B inhibitor: ATG4B (human) cysteine protease inhibition. Q9Y4P1. ATG4B cleavage of LC3-PLA2, NBD-HPC fluorescence, 1 h. inhibition, % at 8.33 µM. hit rate 0.51% among 340,000; in the data active means inhibition above about 40%
# NALP3 yeast inh: inhibitors of NALP3 inflammasome in yeast | Yeast reconstituted NLRP3/ASC/caspase-1, beta-gal luminescence, 24 h | inhibition, % at 10 µM | hit rate 0.39% among 330,000 | AID 2825;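 active means inhibition of 50% or more; inactive means inhibition below 50%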;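 further: plate controls were induced DMSO wells for no effect and uninduced yeast grown without galactose for full effect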
# hIAP activ: human IAP activation. P09923. hit rate 0.16% among 330,000. purified human IAP, CDP-Star luminescence, 30 min; stronger effect = higher value; 1 = vehicle-only enzyme, 0 = enzyme-free background. activation factor at 10 µM;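 active means activation factor of the enzyme at least 2-fold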; further: the source names both 10 and 20 µM as test concentration; values of inactives mirror those of a sister screen read the other way
# Starred values were filed as active, the others as inactive; . = not tested or not shown.
SMILES,hIAP block,TIM10 inh,mIAP block,tim10-1 inh,mIAP act,Apaf1 inhib,ATG4B inhibitor,NALP3 yeast inh,hIAP activ
Cc1cc(NC(=O)CSc2nnnn2-c2ccc(F)cc2)no1,12.8,7.8,-0.4,-1.3,1,3.1,-6.5,13.3,0.872
Cc1c(C(=O)NCCCN2CCOCC2)sc2nc(-c3ccccc3)cn12,-9.9,-0.6,-5.5,6.8,1.05,18.5,.,26.0,1.1
CC(=O)N1N=C(c2ccco2)CC1c1cccs1 (stereo not given),-37.5,-3.4,-9.2,-11.8,1.09,1.5,-0.5,6.1,1.38
Cc1c(N(C(=O)CNC(=O)c2ccccc2)C2(C(=O)NC3CCCC3)CCCCC2)c(=O)n(-c2ccccc2)n1C,-5.4,14.3,-6.8,6.6,1.07,-6.2,0.0,7.1,1.05
CCOC(=O)N1CCN(C(=O)/C(=C/c2cccs2)NC(=O)c2ccc(OC)c(OC)c2)CC1,-15.2,-6.8,-5.0,13.3,1.05,6.2,-6.7,-6.0,1.15
O=C(Nc1ccc(Cl)cc1)Nc1cccc(C(=O)O)c1,16.5,2.2,3.2,11.3,0.968,4.7,-4.4,-9.5,0.835
COc1ccccc1CC(=O)OCC(=O)N1CCN(c2ccc(F)cc2)CC1,-1.9,-0.9,-3.3,7.3,1.03,9.6,-10.1,17.8,1.02
CCn1c(CNC(=O)C23CC4CC(CC(C4)C2)C3)nnc1SCC(=O)Nc1nnc(C)s1,14.8,-2.6,-4.0,-0.6,1.04,5.8,-8.3,14.0,0.852
Nn1c(SCC(=O)NC2CCS(=O)(=O)C2)nc2scc(-c3ccccc3)c2c1=O (stereo not given),-2.1,6.4,3.9,-11.1,0.961,3.0,-43.1,15.4,1.02
COc1ccc(Cl)cc1NC(=O)c1[nH]nc(OC)c1[N+](=O)[O-],-20.9,-28.9,4.6,22.5,0.954,-5.3,-3.2,-3.7,1.21
NNC(=O)c1oc2nc(-c3ccco3)cc(-c3ccco3)c2c1N,7.8,23.1,62.4*,28.6,0.376,8.0,-4.6,-1.6,0.922
O=C(Nc1cccc(C(=O)N2CCCc3ccccc32)c1)c1ccccc1,-2.8,27.0,2.9,6.7,0.971,19.0,18.7,16.7,1.03
COc1ccccc1NC(=O)c1c(Br)cnn1C,10.4,8.1,9.3,3.3,0.907,-8.0,-1.0,10.7,0.896
OCCC1CN(Cc2cccn2-c2cccnc2)CCN1CCc1ccccc1 (stereo not given),4.7,10.9,-5.6,7.5,1.06,-29.2,0.7,-11.1,0.953
Cc1ccccc1CSCCNC(=O)Nc1ccccc1,-7.7,31.1,-42.0,17.9,1.42,-0.1,-0.7,9.3,1.08
O=C(OCc1ccc([N+](=O)[O-])cc1)c1ccc2ccccc2n1,1.7,10.1,9.4,-20.6,0.906,-6.3,-2.7,20.4,0.983
O=C(NCc1ccc(N2CCCC2=O)cc1)NC1CCCCC1,5.8,1.2,-1.9,-2.8,1.02,-4.1,-9.6,5.3,0.942
CCCn1c2ccccc2c2cnn(CC(=O)NCCCN3CCCCC3CC)c(=O)c21 (stereo not given),-17.3,4.3,0.9,2.7,0.991,8.4,1.6,5.5,1.17
C/C(=N\NC(=O)COc1cccc(C)c1)c1ccc2ccccc2c1O,-56.4,9.7,10.3,5.9,0.897,-7.3,3.8,7.7,1.56
CCc1cc(C(=O)Nc2nnc(C3CC3)s2)sc1C,4.7,3.8,1.7,14.7,0.983,-3.1,-1.2,52.0*,0.953
COc1ccc(NC(=O)CSCC(=O)N(C)CC(=O)Nc2cccc3ccccc23)cc1,6.4,4.1,5.1,-2.0,0.949,4.9,0.8,-7.1,0.936
Cc1ccc(C)c(NC(=O)NNC(=O)c2cc3ccccc3cc2O)c1,-28.9,9.3,17.4,4.0,0.826,15.2,-0.8,1.7,1.29
O=C(COc1ccccc1-c1ccccc1)NN=C1CCCC1,-19.8,-5.1,2.5,-5.0,0.975,10.7,5.7,26.0,1.2
CC(C)(C)c1ccc(OCCSc2nc3ccccc3n2CC(=O)O)cc1,18.3,18.1,3.3,12.5,0.967,7.5,-4.5,-8.5,0.817

# Structures from the list above containing two or more sulfur atoms:
SMILES,hIAP block,TIM10 inh,mIAP block,tim10-1 inh,mIAP act,Apaf1 inhib,ATG4B inhibitor,NALP3 yeast inh,hIAP activ
CCn1c(CNC(=O)C23CC4CC(CC(C4)C2)C3)nnc1SCC(=O)Nc1nnc(C)s1,14.8,-2.6,-4.0,-0.6,1.04,5.8,-8.3,14.0,0.852
Nn1c(SCC(=O)NC2CCS(=O)(=O)C2)nc2scc(-c3ccccc3)c2c1=O (stereo not given),-2.1,6.4,3.9,-11.1,0.961,3.0,-43.1,15.4,1.02
CCc1cc(C(=O)Nc2nnc(C3CC3)s2)sc1C,4.7,3.8,1.7,14.7,0.983,-3.1,-1.2,52.0*,0.953

# Quoted from the listing:
# `CC(C)(C)c1ccc(OCCSc2nc3ccccc3n2CC(=O)O)cc1` in mIAP block shows 3.3
# `OCCC1CN(Cc2cccn2-c2cccnc2)CCN1CCc1ccccc1` (stereo not given) in Apaf1 inhib shows -29.2

# (listing goes on)
SMILES,hIAP block,TIM10 inh,mIAP block,tim10-1 inh,mIAP act,Apaf1 inhib,ATG4B inhibitor,NALP3 yeast inh,hIAP activ
CCn1nnc(NC(=O)c2sc3ccccc3c2Cl)n1,-13.4,6.0,-3.7,8.2,1.04,10.8,2.2,35.4,1.13
CCOC(=O)c1c(C)[nH]c(C(=O)OCC(=O)NCc2ccc(OC)c(OC)c2)c1C,-11.6,-9.8,-34.0,-10.1,1.34,0.2,-13.4,9.2,1.12
CCn1c(SCc2nc(N)nc(N3CCCCC3)n2)nc2c1c(=O)n(C)c(=O)n2C,-3.7,9.8,-3.5,14.1,1.03,6.9,2.7,-9.0,1.04
Cc1cc(NC(=O)COc2ccccc2C)ccc1NC(=O)c1cccs1,8.1,19.5,0.0,21.7,1,10.5,-3.0,31.0,0.919
Cc1ccccc1NC(=O)CSc1ccc(-c2ccco2)nn1,12.7,2.8,19.2,4.4,0.808,0.3,0.5,10.7,0.873
Cc1ccc(C(=O)NC(=S)Nc2ccccc2C(F)(F)F)cc1C,1.0,-13.5,17.9,23.1,0.821,14.9,44.5*,12.5,0.991
COc1ccc(C2=NN(C(=O)CSc3nnc(C)n3C)C(c3ccco3)C2)cc1 (stereo not given),-4.0,-1.3,-5.3,-0.4,1.05,12.3,-4.0,-2.7,1.04
O=C(NCCCO)C(=O)NCC(c1ccc2c(c1)OCO2)N1CCN(c2ccc(F)cc2)CC1 (stereo not given),-27.1,1.9,-2.8,0.3,1.03,-4.3,-4.7,11.9,1.27
COc1ccc(NC(=O)CSc2cn[nH]n2)c(OC)c1,12.5,3.1,1.6,-13.3,0.984,2.2,-10.0,15.9,0.875
Cc1ccc(Nc2nnc(SCC(=O)NC3CCCc4ccccc43)s2)cc1 (stereo not given),6.8,25.3,-6.7,23.5,1.07,15.3,12.2,5.8,0.932
CCOC(=O)CC(NC(=O)c1ccco1)c1ccccc1Cl (stereo not given),3.8,-1.5,27.3,19.0,0.727,-4.2,-3.8,2.0,0.962
O=C1Nc2ccccc2N(O)N1c1ccc(S(=O)(=O)N2CCOCC2)cc1,-7.2,-2.5,7.8,-7.5,0.922,-12.1,-12.7,12.8,1.07
Cc1cc(=O)oc(C)c1C(=O)Nc1ccc2nsnc2c1,-15.2,1.4,-1.5,11.3,1.01,5.6,4.0,21.9,1.15
CC(=O)c1ccc(S(=O)(=O)NC2CC(=O)N(c3ccc(Cl)cc3)C2)cc1 (stereo not given),2.5,2.1,-11.1,10.8,1.11,13.7,3.5,19.4,0.975
Cc1c(NS(=O)(=O)c2ccc(NCCN3CCOCC3)c([N+](=O)[O-])c2)c(=O)n(-c2ccccc2)n1C,-0.7,14.9,-2.5,-5.0,1.02,3.8,-0.6,13.6,1.01
Nc1nc(NCC2CCCO2)nc(Nc2ccccc2)c1[N+](=O)[O-] (stereo not given),-3.9,0.5,7.2,12.2,0.928,3.5,0.5,14.8,1.04
[N-]=C=C1C(=S)NC(=O)[C@H]([n+]2ccccc2)[C@H]1c1ccc(Cl)cc1,7.8,9.4,7.8,-5.1,0.922,-14.9,-7.4,19.6,0.922
Cn1c(CNc2ccc(Cl)cc2)nnc1SCC#N,-6.8,-2.5,9.2,7.7,0.908,-16.3,-1.4,4.4,1.07
COc1ccc(C/C(C)=N/Nc2nc(C)cc(=O)[nH]2)cc1,-21.7,1.4,-0.3,-0.3,1,-15.9,-10.1,6.8,1.22
O=C(N/N=C/c1ccncc1)c1nc(-c2ccccc2)n2c1CCCCC2,8.5,27.1,2.4,29.8,0.976,0.7,-14.1,1.9,0.915
COc1cccc(NC(=O)CSc2nnc(NC(=O)C3CC3)s2)c1,-5.6,9.0,4.9,-0.5,0.951,7.5,-5.2,18.3,1.06
Cc1ccc(C(=O)Nc2sc3c(c2C#N)CCCCC3)cc1C,2.4,0.1,11.0,13.4,0.89,8.3,3.2,16.5,0.976
CN(CC(=O)Nc1cccc(S(=O)(=O)NC2=NCCC2)c1)Cc1cccc(F)c1,-6.7,8.0,4.1,-16.6,0.959,-0.4,-8.7,4.4,1.07
Clc1ccc(OCCCN2CCCCC2)c(Br)c1,-2.6,6.9,5.1,-21.8,0.949,0.4,6.9,22.7,1.03
CCC(C)(CN(C)C)OC(=O)c1ccccc1 (stereo not given),-5.4,6.0,-12.1,-5.4,1.12,7.0,0.4,12.8,1.05
Cc1ccc(-n2nnnc2SCC(N)=O)c(C)c1,13.8,-14.5,2.3,5.8,0.977,2.2,-3.4,-4.8,0.862
CC1=C(C(=O)OC2CCCCC2)C(c2cccnc2)n2ncnc2N1 (stereo not given),-19.9,5.6,-0.2,12.6,1,-9.5,-2.4,12.5,1.2
O=[N+]([O-])c1cccc2c(N3CCOCC3)ccnc12,3.5,7.1,-8.0,2.7,1.08,0.1,-1.9,2.4,0.965
O=C1[C@H]2[C@@H](c3ccc(F)cc3)N3C(=O)N(c4ccccc4)C(=O)[C@@]3(Cc3ccc(Cl)cc3)[C@H]2C(=O)N1C1CCCCC1,-16.6,4.9,6.4,6.9,0.936,10.2,4.4,3.8,1.17
Cc1ccc(Cl)cc1NC(=O)CSC(N)=O,-5.4,-5.9,12.8,-1.6,0.872,-2.5,4.9,2.8,1.05
CCOC(=O)C1=C(O)C(=O)N(c2ccc(S(N)(=O)=O)cc2)C1c1ccc(OC)cc1 (stereo not given),1.5,-7.1,4.7,2.6,0.953,-12.8,-2.9,6.8,0.985
CCC1(c2ccc(F)cc2)NC(=O)N(CC(=O)NCC(=O)Nc2cccc(C)c2C)C1=O (stereo not given),-2.1,3.3,-5.9,-8.0,1.06,3.8,-5.2,10.2,1.02
COc1ccc(C2C(C#N)=C(N)N(c3cccnc3)C3=C2C(=O)CCC3)cc1Cn1cc([N+](=O)[O-])cn1 (stereo not given),14.1,18.7,11.2,9.9,0.888,14.5,2.3,10.4,0.859
Cc1cc(C)n2c(SCC(=O)Nc3ncc(C(F)(F)F)cc3Cl)nnc2n1,1.5,-16.8,2.4,8.9,0.976,0.3,-9.3,3.5,0.985
CCCCNCc1cc(Cl)c(OCCC)c(OCC)c1,-5.3,-8.6,-4.8,15.8,1.05,-7.0,0.1,40.6,1.05

# Compounds as they come; any-hit rate near 4.5%.
